Screens: PubChem BioAssay, several laboratories
E coli growth = bacterial growth inhibition, counter-screen for AddAB inhibitors | E. coli V3065 growth, OD600 absorbance, 18 h | 330,000 tested, 0.27% active | inhibition, % at 11.9 µM;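 active = inhibition above the campaign's mean inhibition across all tested compounds plus 3 SD, cut at about 9.9% in these data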;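 also: uninfected addAB+ strain grown without phage in ampicillin broth; 0% = DMSO wells and 100% = ciprofloxacin 0.95 µg/ml wells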
HTR5A ag ctr = activates human HTR5A in OPRM1-OPRD1 agonist counter-screen. P47898. HTR5A agonist assay, luminescence, cell-based. activation, % at 9.3 µM. 340,000 tested, 0.61% active; in the data active = activation mostly above about 9.5%, no sharp cut-off; inactive = mostly below about 7.6%;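 also: 0% = cells with vehicle only and 100% = reference agonist; strong numbers were not always called active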
PKA-R1A act = activates the PKA-R1A holoenzyme complex. P00514+P68181. PKA-R1A dissociation, Cy5-IP20 fluorescence polarization; scaled: DMSO 0%, 113 µM cGMP 100%. activation, % at 11.4 µM. 340,000 tested, 0.083% active;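 active = percent activation above the mean of all tested compounds plus 3 SD, cut at about 19% in these data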;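 also: higher means more PKAc released from R1A so a rise in polarization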
MOR-DOR ag = agonists of human mu-delta opioid receptor heterodimerization; P35372+P41143; cells, OPRM1-OPRD1 heterodimerization, luminescence; activation, % at 9.3 µM; 340,000 tested, 0.3% active; AID 504326; in the data active = activation above about 18%;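 also: 0% = vehicle-treated cells and 100% = reference agonist; values of inactives mirror those of a sister screen read the other way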
Target sequence (P35372 whole entry, looked up): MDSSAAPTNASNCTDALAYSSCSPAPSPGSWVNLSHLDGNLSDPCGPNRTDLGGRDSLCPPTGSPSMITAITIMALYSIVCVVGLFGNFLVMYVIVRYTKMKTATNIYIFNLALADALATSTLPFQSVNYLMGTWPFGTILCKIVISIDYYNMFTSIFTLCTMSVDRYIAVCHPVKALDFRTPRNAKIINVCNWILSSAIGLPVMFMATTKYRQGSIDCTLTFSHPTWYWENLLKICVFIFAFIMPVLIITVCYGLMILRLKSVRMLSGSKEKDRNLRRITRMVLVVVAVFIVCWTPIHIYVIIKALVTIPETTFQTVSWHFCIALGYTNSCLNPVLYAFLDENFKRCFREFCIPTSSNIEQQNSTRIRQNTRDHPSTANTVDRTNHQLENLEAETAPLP
Target sequence (P41143 whole entry, looked up): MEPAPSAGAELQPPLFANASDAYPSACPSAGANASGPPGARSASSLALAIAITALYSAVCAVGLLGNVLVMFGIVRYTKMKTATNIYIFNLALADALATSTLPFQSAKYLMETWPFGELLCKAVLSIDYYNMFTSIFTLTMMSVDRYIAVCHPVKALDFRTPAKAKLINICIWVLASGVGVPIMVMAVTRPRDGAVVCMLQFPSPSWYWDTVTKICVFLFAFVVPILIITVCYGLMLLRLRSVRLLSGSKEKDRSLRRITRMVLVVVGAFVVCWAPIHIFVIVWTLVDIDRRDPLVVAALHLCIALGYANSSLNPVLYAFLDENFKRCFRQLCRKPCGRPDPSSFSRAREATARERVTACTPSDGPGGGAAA
MOR-DOR inv ag = inverse agonists of human mu-delta opioid receptor heterodimerization. P35372+P41143. cell-based MOR-DOR heterodimer luminescence, inverse agonism. inhibition, % at 9.3 µM. 340,000 tested, 0.21% active. AID 504357; in the data active = inhibition above about 22%, passing the limit was not always enough;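 also: 0% = cells with DMSO and 100% = wells without cells with DMSO; values of inactives mirror those of a sister screen read the other way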
phage Ecoli inh = E. coli growth loss with phage present | growth absorbance | inhibition, % at 11.9 µM | 360,000 tested, 0.26% active | AID 651602; in the data active = inhibition above about 11%
SUMO Mot1 rescue = blocks SUMOylation pathway, rescuing yeast Mot1-301 growth; S. cerevisiae Mot1-301 growth rescue, ATP luminescence, 38.5C; percent above DMSO median, 100 means doubled; growth rescue, % at 18.8 µM; 320,000 tested, 1% active; AID 2716;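 active = every valid replicate shows activation above 250% relative to neutral control wells; inactive = the rest, any valid replicate at or below 250%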;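 also: OY570 slx delta 5 strain wells were the positive control but not used for scaling; some compounds called inactive have numbers as strong as hits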
PfHsp90 set2 = reduces growth (ATP signal) of yeast expressing P. falciparum Hsp90; S. cerevisiae expressing PfHsp90, BacTiter-Glo ATP, 48 h; yeast lacking PDR1 and PDR3 efflux regulators; inhibition, % at 9.4 µM; 310,000 tested, 0.32% active; AID 504621;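 active = every replicate shows inhibition above about 80%, whatever the replicate mean, limit read from the data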;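 also: 0% = DMSO neutral controls and 100% = 20 µM radicicol positive controls; yeast relying on Plasmodium falciparum Hsp90 in place of its own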
Pemphigus Ab inh = human desmoglein-3 autoantibody binding inhibition | 310,000 tested, 0.48% active | DSG3-coupled beads, scFv-anti-DSG3-GFP binding, flow cytometry; hits give low values | binding (percent of control), % at 10 µM | P32926;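 active = binding more than 3 SD below its plate's average and above zero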;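 also: hits lower antibody fragment binding to DSG3; some compounds called inactive have numbers as strong as hits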
HTR5A inv ctr = inverse agonist of human HTR5A in OPRM1-OPRD1 counter-screen | 340,000 tested, 0.083% active | HTR5A cell line, luminescence, inverse agonism | AID 504634 | inhibition, % at 9.3 µM; in the data active = inhibition mostly above about 23%, no sharp cut-off; inactive = mostly below about 18%;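 also: 0% = cells with DMSO and 100% = no-cell wells with DMSO; some compounds called inactive have numbers as strong as hits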
AddAB inh = less growth of phage-infected E. coli with AddAB. E. coli expressing H. pylori AddAB, absorbance growth. inhibition, % at 11.9 µM. 330,000 tested, 0.29% active. AID 435030; in the data active = inhibition above about 12%;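 also: 0% = vehicle wells of infected cells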
Active calls of the source: *; x = no result given.

SMILES	E coli growth	HTR5A ag ctr	PKA-R1A act	MOR-DOR ag	MOR-DOR inv ag	phage Ecoli inh	SUMO Mot1 rescue	PfHsp90 set2	Pemphigus Ab inh	HTR5A inv ctr	AddAB inh
ClC(Cl)(Cl)c1nc(N/N=C/c2ccncc2)c2ccccc2n1	0.2	9	6	1.8	-10	3.3	394	0	96	-23	1.9
O=C(Nc1ccccc1Cl)c1ccccc1	-1.6	-3	1	-1.8	8	1.4	-4	-7	95	7	1.4
CS(=O)(=O)Nc1ccc(C2=NN(S(C)(=O)=O)C(c3ccc4c(c3)OCO4)C2)cc1 (centres undefined)	0.3	6	-8	-3.2	17	-1.4	-4	18	129	-15	0.7
O=C1OC(/C=C/c2ccc(Cl)cc2Cl)=NC/1=C\c1cccs1	-2.0	2	-2	-3.2	17	3.6	-4	-5	82	-12	0.4
COc1ccc(NC(=O)c2oc3ccccc3c2NC(=O)c2ccco2)c(OC)c1	-0.8	0	-6	2.5	-14	1.2	2	16	102	10	-0.3
CC(C)CCNC(=O)CN(C(=O)CCC(=O)Nc1nccs1)C1CCCCC1	1.6	0	-5	-0.1	1	0.2	520	-35	x	0	4.0
O=C(NNC(=O)c1ccc(S(=O)(=O)N2CCCCC2)cc1)c1ccc(F)cc1	2.1	-1	7	-1.1	6	0.6	-13	-2	120	-28	4.2
CC(=O)NCCc1c[nH]c2ccc(OCC(O)CNC(C)(C)C)cc12 (centres undefined)	3.9	4	-6	-4.2	21	2.5	-4	-12	x	-10	1.0
CCc1nnc(NC(=O)CSc2nc(SC)ns2)s1	0.5	0	0	-3.8	18	1.1	-13	-13	96	20	0.2
CCOC(=O)C(=O)NNc1ccc(C)cc1	4.2	1	3	-6.0	31*	0.6	146	25	107	-2	7.4
Cc1ccccc1C(=O)N1CCC(C(=O)Nc2ccc(S(=O)(=O)N3C(C)CCCC3C)cc2)CC1 (centres undefined)	x	0	-13	1.8	-9	4.8	x	-18	102	-1	x
COc1ccc(-c2csc(NCCn3c(C)nc4cc(C(F)(F)F)ccc43)n2)cc1	1.3	x	3	x	x	-0.1	-1	4	106	x	1.9
O=C(NNS(=O)(=O)c1ccc(F)cc1)c1cnn(-c2ccccc2)c1C(F)(F)F	0.6	-3	-1	-0.5	3	5.2	-7	1	108	6	1.0
COc1ccc(N2CCN(C(=S)Nc3ccc(S(N)(=O)=O)cc3)CC2)cc1	-2.4	-3	2	0.8	-5	2.8	-18	2	96	14	1.8
C#Cc1ccc([C@@H]2C=C(C(=O)N3CCN(Cc4ccccc4)CC3)O[C@H](OCC)[C@H]2CCCO)cc1	-1.5	-1	1	1.6	-9	1.8	13	-5	101	1	1.9
COc1ccccc1N1CCNC(C)C1=O (centres undefined)	-2.2	-5	-3	-0.6	3	-1.3	-1	-15	114	3	-4.1
CC1=C(C(=O)OC(C)C)C(c2ccc(C)o2)NC(=O)N1 (centres undefined)	0.6	-6	3	-0.3	2	4.2	x	9	103	12	2.2
CCN(CC)C(=O)[C@H]1C[C@H](CC(=O)NCc2ccc(OC)c(OC)c2)C(=O)N2CCc3c([nH]c4cc(-c5ccco5)ccc34)[C@]12C	-1.4	4	0	-1.1	6	1.6	x	14	101	-14	-0.9
O=C(Oc1cccnc1)c1ccc(Cl)c(Cl)c1	-0.5	3	-8	-0.5	2	3.8	-5	-26	105	-16	2.1
O=C(COC(=O)c1cc(=O)c2ccccc2o1)NC1CCCCC1	2.5	-3	3	-1.2	7	2.6	706	-1	99	8	2.1
C(/C=C/c1ccccn1)=C\c1ccccc1	-0.4	3	3	0.1	-1	4.4	7	-1	112	8	0.0
CCN(CC(=O)Nc1ccc(NC(C)=O)cc1)C(=O)CCCN1C(=O)c2ccccc2C1=O	0.7	0	6	-1.0	6	0.8	2	x	105	4	-1.4
Cc1ccc(-c2csc(N)n2)s1	-1.6	0	-4	-4.2	19	1.2	-1	x	104	8	-0.3
CC1CCCCN1S(=O)(=O)CCNC(=O)c1ccccc1 (centres undefined)	2.1	0	-6	-2.0	13	-1.9	-6	-15	103	0	2.8
CSCCC(NS(=O)(=O)c1ccccc1F)C(=O)N1CC=C(c2ccccc2)CC1 (centres undefined)	2.1	2	8	-0.5	3	0.6	5	-14	x	-1	0.8
SMILES	E coli growth	HTR5A ag ctr	PKA-R1A act	MOR-DOR ag	MOR-DOR inv ag	phage Ecoli inh	SUMO Mot1 rescue	PfHsp90 set2	Pemphigus Ab inh	HTR5A inv ctr	AddAB inh
c1ccc(CCc2nn3c(Cc4ccccc4)nnc3s2)cc1	0.0	-2	-17	-0.8	5	2.4	-3	-15	98	15	1.2
CN(c1ccccc1)S(=O)(=O)c1ccc(Cl)c(C(=O)NCC(c2ccco2)N2CCCC2)c1 (centres undefined)	-0.7	-2	-3	-3.0	12	3.2	-9	-13	x	16	0.8
O=C(c1ccccc1C(F)(F)F)N1CCN(S(=O)(=O)c2ccccc2)CC1	-0.1	6	10	-3.3	18	1.1	-3	-16	105	-15	0.1
CN(C)CCCN1c2ccc([N+](=O)[O-])cc2CCc2cc([N+](=O)[O-])ccc21	-3.3	-5	0	0.8	-4	0.7	-12	12	106	-3	2.6
CCCOC(=O)CSc1nnc(-c2ccccc2Cl)o1	-0.2	3	3	-0.9	5	2.8	0	-6	104	-9	1.6
O=C(CCNC(=O)c1ccc(Br)cc1)NNC(=O)c1ccccc1	1.7	3	-4	-2.2	12	1.5	1	x	91	-10	0.1
CC(C)C(NC(=O)c1ccccc1F)C(=O)NCc1ccc(F)cc1 (centres undefined)	-2.1	2	-2	-1.0	5	3.5	-17	19	109	-5	2.5
Cc1c(NC(=S)NC(=O)c2ccc(Br)o2)c(=O)n(-c2ccccc2)n1C	-3.0	-2	4	-1.2	8	4.2	-8	-4	84	5	-3.2
CC1(C)CC(/C=C/c2ccccc2)=Nc2ccccc2N1	0.4	7	1	-1.7	9	-2.4	-27	2	93	1	-2.0
COC(=O)c1cc(=O)nc2sc3cc(OC)ccc3n12	-3.7	-1	12	-2.3	14	1.1	-3	17	106	3	1.4
CCCCNS(=O)(=O)CCNCCc1ccccc1	-1.8	-2	-8	-3.9	19	0.9	x	-9	103	7	2.8
Cc1ccc(NC(=O)C(C)c2cccc(C(=O)c3ccccc3)c2)cc1 (centres undefined)	-0.4	4	-4	-0.8	4	-2.0	3	2	101	11	0.9
COCCCNC(=O)c1ccccc1C(F)(F)F	0.5	2	-3	-0.4	2	0.9	6	21	100	8	1.4
CC(C)(C)C(=O)/C=C/Nc1ccccc1O	-3.6	4	-11	5.2	-26	-1.0	-15	x	109	-3	-1.3
COC(=O)C(CC(C)C)NC(=O)/C=C/c1ccccc1Cl (centres undefined)	1.6	4	-3	-1.6	9	2.7	-2	2	103	-5	3.3
O=C(c1ccc(N2CCN(C(=O)c3ccccc3)CC2)cc1)c1cccc(F)c1	0.9	0	-5	0.5	-3	1.5	31	-14	117	1	2.5
Cc1onc(-c2c(F)cccc2Cl)c1C(=O)Nc1cccc(S(=O)(=O)NCc2ccco2)c1	-0.2	-3	3	0.0	0	1.6	-11	14	93	9	3.2
CNC[C@H]1Oc2ccc(NC(=O)Cc3cn(C)c4ccccc34)cc2CC(=O)N([C@@H](C)CO)C[C@H]1C	-2.7	4	3	-0.2	1	1.2	-4	0	105	-10	2.8
CCOc1ccc(C2N(c3ccc(OC)cc3)C(=O)C3CCCN32)cc1OC (centres undefined)	0.5	-1	6	-2.5	13	-0.6	4	20	101	2	3.7
Cc1ccc(NS(=O)(=O)c2cccc(C(=O)NNC(=O)c3ccco3)c2)c(C)c1	2.5	9	6	3.0	-20	2.7	-5	-10	92	-22	2.4

Reformatted with values under each structure: 6 of the compounds above.
Each structure is followed by: E coli growth	HTR5A ag ctr	PKA-R1A act	MOR-DOR ag	MOR-DOR inv ag	phage Ecoli inh	SUMO Mot1 rescue	PfHsp90 set2	Pemphigus Ab inh	HTR5A inv ctr	AddAB inh
COC(=O)C(CC(C)C)NC(=O)/C=C/c1ccccc1Cl (centres undefined)
 : 1.6	4	-3	-1.6	9	2.7	-2	2	103	-5	3.3
O=C(c1ccc(N2CCN(C(=O)c3ccccc3)CC2)cc1)c1cccc(F)c1
 : 0.9	0	-5	0.5	-3	1.5	31	-14	117	1	2.5
Cc1onc(-c2c(F)cccc2Cl)c1C(=O)Nc1cccc(S(=O)(=O)NCc2ccco2)c1
 : -0.2	-3	3	0.0	0	1.6	-11	14	93	9	3.2
CNC[C@H]1Oc2ccc(NC(=O)Cc3cn(C)c4ccccc34)cc2CC(=O)N([C@@H](C)CO)C[C@H]1C
 : -2.7	4	3	-0.2	1	1.2	-4	0	105	-10	2.8
CCOc1ccc(C2N(c3ccc(OC)cc3)C(=O)C3CCCN32)cc1OC (centres undefined)
 : 0.5	-1	6	-2.5	13	-0.6	4	20	101	2	3.7
Cc1ccc(NS(=O)(=O)c2cccc(C(=O)NNC(=O)c3ccco3)c2)c(C)c1
 : 2.5	9	6	3.0	-20	2.7	-5	-10	92	-22	2.4

Filtered by structure: the entries above with bromine (two)
SMILES	E coli growth	HTR5A ag ctr	PKA-R1A act	MOR-DOR ag	MOR-DOR inv ag	phage Ecoli inh	SUMO Mot1 rescue	PfHsp90 set2	Pemphigus Ab inh	HTR5A inv ctr	AddAB inh
O=C(CCNC(=O)c1ccc(Br)cc1)NNC(=O)c1ccccc1	1.7	3	-4	-2.2	12	1.5	1	x	91	-10	0.1
Cc1c(NC(=S)NC(=O)c2ccc(Br)o2)c(=O)n(-c2ccccc2)n1C	-3.0	-2	4	-1.2	8	4.2	-8	-4	84	5	-3.2
